High-throughput results deposited in PubChem BioAssay by several laboratories.
V-ATPase pHluor – yeast V-ATPase proton transport regulation by pHLuorin. S. cerevisiae, pHLuorin cytosolic pH fluorescence. response, % at 10 µM. hit rate 0.37% among 350,000. AID 504577; in the data active = response mostly above about 7.3%, no sharp cut-off; inactive = mostly below about 5.4%; note: actives read high; inactives centre near 0; some compounds called inactive have numbers as strong as hits
Wnt bcat act – activates Wnt/beta-catenin signaling in a reporter cell assay | hit rate 1.2% among 300,000 | activator, plate reader | activation, % at 9.35 µM; in the data active = activation above about 30%, passing the limit was not always enough; inconclusive = no clear call, values can overlap the other calls;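 note: 0% = neutral control wells and 100% = positive control wells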
Tat transport – E. coli Tat transport inhibition. hit rate 0.036% among 340,000. E. coli MC4100 TorA-mCherry Tat export, fluorescence. inhibition, % at 10 µM;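 active = mean replicate inhibition at least 50% and at least half of replicates individually reaching 50%; inconclusive = only one of the two criteria met; inactive = neither criterion met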;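 note: exported cargo escapes ClpAP degradation while cytoplasmic cargo is degraded and loses fluorescence; 0% = median of neutral control wells and 100% = median of NaSCN control wells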
Rtt109 Vps75 – C. albicans Rtt109 histone acetyltransferase inhibition; AID 540336; purified Rtt109/Vps75, ThioGlo CoA-SH fluorescence, 4 h; hit rate 0.16% among 330,000; inhibition, % at 34.9 µM; Q5AAJ8;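 active = inhibition of at least 50% in every replicate; inconclusive = best replicate reaches 50% inhibition but some replicates fall short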
Target sequence (Q5AAJ8 whole entry, looked up): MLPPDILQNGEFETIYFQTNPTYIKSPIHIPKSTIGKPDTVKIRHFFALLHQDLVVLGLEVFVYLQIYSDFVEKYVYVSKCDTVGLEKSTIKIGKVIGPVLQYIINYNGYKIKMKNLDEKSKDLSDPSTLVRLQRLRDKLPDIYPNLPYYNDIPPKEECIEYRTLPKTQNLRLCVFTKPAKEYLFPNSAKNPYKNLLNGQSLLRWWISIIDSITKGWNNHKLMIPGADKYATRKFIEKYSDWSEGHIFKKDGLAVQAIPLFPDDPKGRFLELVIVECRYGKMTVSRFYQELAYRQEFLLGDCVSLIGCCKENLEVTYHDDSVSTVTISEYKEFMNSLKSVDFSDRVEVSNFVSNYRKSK
cardiac RTF act – cardiac RTF calcium sensitization; P19429+P45379; IANBD-labeled TnC RTF fluorescence at EC20 calcium; 0% EC20 calcium, 100% full calcium; activation, % at 7.2 µM; hit rate 0.24% among 340,000;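 active = activation above the mean over all tested compounds plus 3 SD, cut at about 30% in these data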;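 note: rise in fluorescence read as greater calcium sensitivity of cardiac thin filaments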
MITF TRPM1 HTS – increases MITF-driven TRPM1 promoter luciferase signal; SK-MEL-5 TRPM1-promoter luciferase, 24 h; % of positive control, neutral wells = 0; activation, % at 12.5 µM; hit rate 0.75% among 300,000; AID 588334;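 active = mean activation of at least 80% with every replicate also reaching 80%; inconclusive = mean reaches 80% but some replicate falls short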;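 note: 0% = neutral control wells and 100% = parthenolide positive control wells; values of inactives mirror those of a sister screen read the other way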
CAL PDZ FP-1 – human CAL PDZ-peptide interaction inhibition. AID 504414. inhibition, % at 20 µM. purified CAL PDZ, TMR-peptide fluorescence polarization, 1 h. hit rate 0.02% among 330,000;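 active = highest replicate inhibition of at least 40%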;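 note: plate controls were DMSO neutral control wells for no effect and unlabeled competitor peptide control wells for full effect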
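Material – purified CerCALP PDZ construct · Detection – FP readout, S and P plane fluorescence · Measure – percent inhibition from loss of millipolarization · Controls – unlabelled peptide for full inhibition, DMSO wells as neutral · Probe or stimulus – TMR-labelled reporter peptide T*-PRC34 bound in PDZ groove · Times – 1 h at RT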
CDK5 inh – CDK5/p35 (human) kinase inhibition. Q00535+Q15078. AID 488839. inhibition, % at 10 µM. hit rate 0.01% among 330,000. Recombinant CDK5/p35, ADP-Glo luminescence, 60 min;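 active = highest replicate inhibition of at least 50% and at least 75% of replicates reaching 50%; inconclusive = only one of the two criteria met; inactive = both criteria failed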;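 note: plate controls were DMSO neutral control for no effect and GW8510 at 10 µM for full effect; many of its hits are not listed in these tables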
dFosB activator – mouse delta FosB homodimer activation | P13346 | hit rate 0.99% among 340,000 | purified delta FosB, TAMRA-CDK5 oligo fluorescence polarization; percent of positive-control signal above neutral wells | activation, % at 25 µM | AID 493131;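 active = mean activation above about 17%, with every replicate also reaching it, limit read from the data, passing the limit was not always enough; inconclusive = only one of the two conditions met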;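 note: fluorescence polarization rise as delta FosB binds a TAMRA Cdk5 AP-1 oligo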
Target sequence (P13346 whole entry, looked up): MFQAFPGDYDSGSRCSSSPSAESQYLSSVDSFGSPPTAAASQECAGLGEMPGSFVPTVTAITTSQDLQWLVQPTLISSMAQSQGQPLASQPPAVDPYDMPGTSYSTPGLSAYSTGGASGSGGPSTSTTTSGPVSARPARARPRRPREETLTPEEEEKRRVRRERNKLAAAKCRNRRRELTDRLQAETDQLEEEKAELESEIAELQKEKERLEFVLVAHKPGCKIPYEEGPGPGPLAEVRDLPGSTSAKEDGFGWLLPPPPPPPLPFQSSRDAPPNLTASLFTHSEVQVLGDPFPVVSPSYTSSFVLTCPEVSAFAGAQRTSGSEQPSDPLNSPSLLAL
CAL PDZ FP-2 – CAL PDZ (human) peptide binding inhibition; Q9HD26; purified CAL PDZ, TMR-peptide fluorescence polarization, 1 h; inhibition, % at 24.9 µM; hit rate 0.92% among 300,000; AID 602252;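 active = mean inhibition of at least 30% with at least half of replicates also reaching 30%; inconclusive = no clear call, values can overlap the other calls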;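 note: 0% = DMSO neutral control and 100% = excess unlabeled competitor peptide PRC23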
* hit, by the source's call; i = inactive; ? = inconclusive; . = no result given.

SMILES	V-ATPase pHluor	Wnt bcat act	Tat transport	Rtt109 Vps75	cardiac RTF act	MITF TRPM1 HTS	CAL PDZ FP-1	CDK5 inh	dFosB activator	CAL PDZ FP-2
O=C(CCc1nnc2n(CCc3ccccc3)c(=O)c3ccccc3n12)NCCCN1CCCCC1	-2	2	2	-19	2	38	-3.3	0.3	-7	-4
CC(Oc1ccc(Cl)cc1Cl)C(=O)N(Cc1ccco1)C1CCS(=O)(=O)C1 (stereo unspecified)	1	-2	0	-6	-1	-8	-1.2	2.2	-9	0
C#CCOCCOCCOCCNc1nc(N2CCN(C(=O)Cn3cc(CCCCN)nn3)CC2)nc(N2CCN(C(=O)Cn3cc(CC(C)O)nn3)CC2)n1 (stereo unspecified)	-4	-3	8	4	19	-2	-0.1	-6.0	-9	-2
CCc1ccc(NC(=O)C(=O)c2cn(CC(=O)N3CCCCC3)c3ccccc23)cc1	-5	11	15	10	-6	-13	-2.0	0.3	-5	7
CCc1cccc(C)c1NC(=O)C1CC=CCC1C(=O)O (stereo unspecified)	-3	-1	-7	0	1	-3	-0.8	3.6	8	2
Cc1ccc(C)c(SCC(=O)OCC(=O)Nc2ncc(C(F)(F)F)cc2Cl)c1	.	-2	25	.	-3	-3	-1.2	1.6	-2	-2
Cc1ccc(O/C=C2\OC(=O)c3ccccc32)cc1	-4	1	0	3	3	1	-0.9	1.0	-7	-1
O=c1oc2cc(O)ccc2cc1S(=O)(=O)c1ccccc1	1	-1	-5	i	-7	7	-2.5	.	-4	-2
Cc1ccc(S(=O)(=O)N(C)c2ccc(OC(=O)CN3C(=O)NC(C)(c4ccccc4)C3=O)cc2)cc1C (stereo unspecified)	0	-3	7	2	2	-4	-1.5	-4.3	-11	-6
CCOc1ccc2nc(SCC(=O)N3CCN(C(=O)c4ccco4)CC3)sc2c1	-2	.	3	3	-7	8	-2.1	0.8	-6	.
Cc1ccc(C)c(S(=O)(=O)N2CCCOC2CNC(=O)C(=O)NCc2ccncc2)c1 (stereo unspecified)	-1	0	3	8	0	-5	-1.7	-0.1	-6	6
CCCc1nnc(NC(=O)CSc2nnc(-c3ccco3)n2C)s1	-2	12	1	-8	-4	-7	-0.8	0.9	0	-2
COCCCn1c(C)nnc1-c1cnn(-c2ccccc2)c1N	1	0	8	-5	-8	-2	-0.4	-0.4	1	5
O=C(CNS(=O)(=O)c1ccccc1)Nc1ccccc1Br	-2	-4	-4	-5	-3	-1	0.3	-0.9	2	.
COc1cc(C2NC(=O)NC(C)=C2C(=O)Nc2cccc(C)c2C)cc(OC)c1OC (stereo unspecified)	2	0	0	-4	-10	8	0.8	-0.2	-5	1
COc1ccc(N2CCN(CC(O)COc3cc(C)cc(C)c3)CC2)cc1 (stereo unspecified)	-1	-1	-5	-6	6	-18	2.2	3.2	-17	-6
O=C(CN1C(=O)NC2(CCCC2)C1=O)Nc1ccc(F)c([N+](=O)[O-])c1	-1	1	-9	-10	-2	4	-0.8	0.5	0	.
O=C(CN1C(=O)NC2(CCCCCC2)C1=O)NCc1ccco1	-4	.	-4	2	-6	2	-2.1	1.8	-9	3
CC(=O)N[C@@H](Cc1c[nH]c2ccccc12)C(=O)OCC(=O)NCc1ccc2c(c1)OCO2	-2	1	-5	0	-3	1	2.1	1.0	-6	-2
C[C@H](CO)N1C[C@H](C)[C@@H](CN(C)C(=O)Nc2ccccc2)Oc2c(NC(=O)Nc3ccccc3)cccc2C1=O	1	10	-11	6	-6	1	-0.8	11	-4	-3
COc1cc(NC(=O)CN2CCN(c3ccccc3F)CC2)cc(OC)c1	0	-2	-4	-16	-2	-6	.	-1.2	6	0
CCOC(=O)c1c(C)[nH]c(C)c1C(=O)CSc1nc2ccccc2c(=O)n1-c1ccc(F)cc1	0	-7	12	.	2	-5	-0.8	-1.4	0	2
COC(=O)NNC(=O)C1CCC(C(=O)NNC(=O)OC)CC1 (stereo unspecified)	-5	-4	6	-6	3	4	-0.4	-0.1	-1	0
COc1ccc(Nc2ccc(C(N)=O)cc2[N+](=O)[O-])cc1	3	0	-2	3	-5	-14	-1.7	-1.5	-1	-3
CCSc1cc(N2CCCC2)nc(-c2ccc(C)cc2)n1	1	.	-5	-7	0	0	0.2	-0.4	-8	0
CN(Cc1ccccc1)c1nc(N)c([N+](=O)[O-])c(NCc2ccccc2)n1	3	.	7	6	7	1	-1.1	-0.1	-4	.
CCCOc1ccc(C2NC(=S)NC(c3ccccc3)=C2C(=O)Nc2ccc(C)cc2)cc1OC (stereo unspecified)	3	6	9	9	5	-6	-4.9	-0.9	-11	-3
Cc1nn(CC(=O)Nc2nc3ccccc3s2)c(C)c1[N+](=O)[O-]	0	9	-7	-6	-2	-22	-3.6	-0.7	-10	0
Cc1ccc(NC2=NC(c3ccc(F)cc3)n3c(nc(C)cc3=O)N2)cc1 (stereo unspecified)	-2	-1	1	-8	-5	.	-1.4	-3.6	-7	.
COc1ccccc1Nc1ncnc2nc[nH]c12	4	-3	-1	-2	-5	-6	-4.0	3.4	-3	-2

Three compounds from above, showing only V-ATPase pHluor and CAL PDZ FP-2.
| compound | V-ATPase pHluor | CAL PDZ FP-2 |
| --- | --- | --- |
| COc1cc(NC(=O)CN2CCN(c3ccccc3F)CC2)cc(OC)c1 | 0 | 0 |
| CCOC(=O)c1c(C)[nH]c(C)c1C(=O)CSc1nc2ccccc2c(=O)n1-c1ccc(F)cc1 | 0 | 2 |
| COC(=O)NNC(=O)C1CCC(C(=O)NNC(=O)OC)CC1 (stereo unspecified) | -5 | 0 |

The results go on:
SMILES	V-ATPase pHluor	Wnt bcat act	Tat transport	Rtt109 Vps75	cardiac RTF act	MITF TRPM1 HTS	CAL PDZ FP-1	CDK5 inh	dFosB activator	CAL PDZ FP-2
CCN(CC(=O)Nc1ccc(NC(C)=O)cc1)C(=O)Cc1c(Cl)cccc1Cl	2	0	0	-6	1	7	-1.3	-1.3	-12	-1
O=C1c2ccccc2-c2nccnc21	-1	.	-10	-6	-4	.	-1.6	1.0	1	-1
O=c1[nH]cc(N2CCCCCC2)c(=O)[nH]1	9	3	-8	4	15	-3	0.7	-2.3	-4	-3
O=S(=O)(/N=C(/c1ccccc1)N1CCOCC1)c1ccc(F)cc1F	-4	1	4	-2	-1	.	-0.1	1.5	-10	-3
COc1ccc(NC(=O)NC2CCCc3ccccc32)c(OC)c1 (stereo unspecified)	-3	0	-8	7	-2	-17	-1.9	2.0	2	4
Cc1cc2oc(C(=O)Nc3c(C)n(C)n(-c4ccccc4)c3=O)c(C)c2cc1Cl	-3	-3	4	4	-1	-7	-2.3	-0.5	-11	-7
COc1ccc(Br)cc1S(=O)(=O)N1CCN=C1c1ccccc1	1	-1	-6	3	1	-6	-3.4	-1.5	-6	-2
COCCOC(=O)C1=C(C)NC(=O)NC1c1ccc(Cl)cc1 (stereo unspecified)	0	-1	-1	.	13	-6	-3.0	-2.3	1	-2
O=C(NCc1ccncc1)C(=O)NCC(c1ccco1)N1CCN(c2ccc(F)cc2)CC1 (stereo unspecified)	-4	.	-2	53*	-4	1	-2.5	0.5	-4	-2
COc1ccc(C=Nc2cccc3c(=O)[nH][nH]c(=O)c23)c2ccccc12	2	.	2	-2	2	13	-0.4	1.0	-2	.

Compounds from the list above that contain an aryl thioether with sulfur outside any ring, in the order listed:
SMILES	V-ATPase pHluor	Wnt bcat act	Tat transport	Rtt109 Vps75	cardiac RTF act	MITF TRPM1 HTS	CAL PDZ FP-1	CDK5 inh	dFosB activator	CAL PDZ FP-2
Cc1ccc(C)c(SCC(=O)OCC(=O)Nc2ncc(C(F)(F)F)cc2Cl)c1	.	-2	25	.	-3	-3	-1.2	1.6	-2	-2
CCOc1ccc2nc(SCC(=O)N3CCN(C(=O)c4ccco4)CC3)sc2c1	-2	.	3	3	-7	8	-2.1	0.8	-6	.
CCCc1nnc(NC(=O)CSc2nnc(-c3ccco3)n2C)s1	-2	12	1	-8	-4	-7	-0.8	0.9	0	-2
CCOC(=O)c1c(C)[nH]c(C)c1C(=O)CSc1nc2ccccc2c(=O)n1-c1ccc(F)cc1	0	-7	12	.	2	-5	-0.8	-1.4	0	2
CCSc1cc(N2CCCC2)nc(-c2ccc(C)cc2)n1	1	.	-5	-7	0	0	0.2	-0.4	-8	0

Additional records follow.
SMILES	V-ATPase pHluor	Wnt bcat act	Tat transport	Rtt109 Vps75	cardiac RTF act	MITF TRPM1 HTS	CAL PDZ FP-1	CDK5 inh	dFosB activator	CAL PDZ FP-2
O=c1[nH]c(NCCO)c(N=Cc2ccccc2)c(=O)[nH]1	1	5	5	-14	6	.	0.2	-1.0	1	.
O=C(NCc1csc(-c2ccccc2)n1)c1cc(F)cc2c1OCOC2	-1	1	-2	1	2	.	0.2	0.1	-12	-4
COc1ccccc1C(=O)NCCC(=O)NCC(c1ccc(F)cc1)N1CCOCC1 (stereo unspecified)	1	-2	2	-2	-1	-3	-2.1	1.6	-7	0
COc1ccc(OC)c(CCNC(=O)C2CCN(c3ncnc4c3nc3n4CCCCC3)CC2)c1	-1	-2	7	-1	-3	-9	-1.0	0.0	2	-5
CCOC(=O)CNC(=O)CSc1nnc(NC(=O)c2ccc(S(=O)(=O)N3CCOCC3)cc2)s1	1	3	-7	4	7	0	0.5	-3.7	-2	-5
COc1cc(S(=O)(=O)N2CCOCC2)ccc1NC(=O)COC(=O)C12CC3CC(CC(C3)C1)C2	-4	-4	16	10	-9	2	.	-2.0	3	-4
O=C(O)c1ccc(/C=N/N2CCN(Cc3cccc4ccccc34)CC2)cc1	-2	-5	10	2	0	-8	-0.9	-1.1	-3	-3
O=C(NCCc1ccccc1)C1CCN(S(=O)(=O)c2cccc3nsnc23)CC1	-1	-5	12	-6	2	0	0.0	-0.8	-6	-3
COc1ccc(-c2nc(CN3CCN(C(=O)c4ccco4)CC3)c(C)o2)c(F)c1	3	0	8	4	-2	-27	-1.2	-1.2	-14	-2
CCc1ccc(/C=N/NC(=O)c2c[nH]c3ccccc23)s1	-7	?	-6	8	-15	89*	-0.1	0.8	-9	-6
